FXIa inh = blocks human coagulation factor XIa activity; P03951; purified human FXIa, fluorogenic AMC substrate cleavage; inhibition, % at 10 µM; 33,000 compounds, 0.3% hits; AID 687;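 active = inhibition above 40% in the primary screen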;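 note: 0% = enzyme without compound and 100% = blank wells lacking enzyme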
FXIIa single = blocks human coagulation factor XIIa activity | inhibition, % at 10 µM | 33,000 compounds, 0.2% hits | purified human FXIIa, AMC substrate fluorescence, 2 h | P00748; in the data active = inhibition above about 30%;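 note: 0% = enzyme with vehicle only and 100% = no enzyme blank; many of its hits are not listed in these tables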
Target sequence (P00748 20-372 limits assumed): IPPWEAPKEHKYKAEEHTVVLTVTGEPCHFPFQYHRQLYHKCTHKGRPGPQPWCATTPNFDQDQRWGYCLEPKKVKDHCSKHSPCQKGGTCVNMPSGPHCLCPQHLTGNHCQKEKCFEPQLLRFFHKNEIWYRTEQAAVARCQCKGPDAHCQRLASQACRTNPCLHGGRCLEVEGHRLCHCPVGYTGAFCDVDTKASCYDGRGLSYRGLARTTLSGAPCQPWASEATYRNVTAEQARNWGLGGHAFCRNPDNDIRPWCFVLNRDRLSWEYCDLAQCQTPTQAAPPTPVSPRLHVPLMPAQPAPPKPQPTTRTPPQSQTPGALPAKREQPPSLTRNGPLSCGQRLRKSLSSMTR
Target sequence (P00748 373-615 limits assumed): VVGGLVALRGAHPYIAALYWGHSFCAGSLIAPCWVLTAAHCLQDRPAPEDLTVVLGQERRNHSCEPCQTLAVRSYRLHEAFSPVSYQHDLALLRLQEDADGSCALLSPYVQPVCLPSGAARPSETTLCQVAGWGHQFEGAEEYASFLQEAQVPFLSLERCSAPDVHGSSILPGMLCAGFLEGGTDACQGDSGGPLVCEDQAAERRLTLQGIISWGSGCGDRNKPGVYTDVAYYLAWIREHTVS
An asterisk follows results filed as active. These rows are one share of the data. The share of hits here may be higher or lower than overall.

Each structure is followed by: FXIa inh | FXIIa single
O=C(OC(C(=O)NC1CCCC1)c1ccccn1)c1cccs1 (stereo not drawn)
→ -6 | 9
CCC(C)(C)n1nnnc1CN(Cc1ccc(Cl)cc1)Cc1ccco1
→ 2 | -16
CCOc1cc(S(=O)(=O)N2CCCCCC2)ccc1F
→ -4 | 16
O=C(CCn1c(=O)oc2ccccc21)N(Cc1ccccc1)c1ccccn1
→ 0 | 8
Cn1c(SCc2c(F)cccc2Cl)nnc1-c1cnccn1
→ -2 | 3
Fc1cccc(-c2nn[nH]n2)c1
→ 1 | -2
Cc1cnnc2ccc3c(no[n+]3[O-])c12
→ 4 | -15
CN(CC(=O)NCCCN1CCOCC1)S(=O)(=O)c1ccc(Br)cc1
→ 0 | 3
COc1ccc(N=NC2=C(O)CC(C)(C)CC2=O)cc1
→ 4 | 6
CC(=O)Nc1ccc(S(=O)(=O)NC2=C(N3CCN(c4ccc(F)cc4)CC3)C(=O)c3ccccc3C2=O)cc1
→ 1 | 17
OCCN1CCN(CCCN2c3ccccc3Sc3ccc(C(F)(F)F)cc32)CC1
→ 6 | 4
CC(C)n1c(-c2ccccc2F)n[nH]c1=S
→ 0 | 3
Cc1ccoc1C(=O)Nc1cccc(Oc2ccccc2)c1
→ 6 | 5
O=C(c1ccccc1)N1CCCC(C(=O)N2CCc3ccccc3C2)C1 (stereo not drawn)
→ 1 | 16
CCN(CC(=O)NC(c1ccccc1)c1ccccc1)Cc1nc2ccccc2c(=O)[nH]1
→ -21 | 4
Cc1cc(O)ccc1Nc1nc2ccccc2nc1Nc1ccc(O)cc1C
→ 1 | 7
CCOC(=O)c1[nH]c2cc(OC)c(OC)cc2c1N
→ -7 | 2
O=C(/C=C/c1ccccc1)c1ccccc1
→ 6 | 2
COc1cccc(C(C#N)N2N=C(C)CC2(C)C)c1O (stereo not drawn)
→ -5 | 7
COC(=O)C1=C(C)NC(=O)/C1=C\c1cc(C)n(-c2c(C)cccc2C)c1C
→ 0 | 14
O=C(O)CSc1ncnc2c1oc1ccccc12
→ -5 | -1
CS(=O)(=O)N(CC(=O)N1CCN(c2ccc(F)cc2)CC1)c1cccc(Cl)c1
→ 11 | 4
CCOc1ccc2nc(NC(=O)c3ccc(OC)c(S(=O)(=O)N4CCOCC4)c3)sc2c1
→ -8 | 1
CC(=O)c1c(C)[nH]c(C(=O)OC2CCCCC2=O)c1C (stereo not drawn)
→ 7 | 18
Nc1nnc(SCC(=O)Nc2ccc(F)c(Cl)c2)n1-c1ccccc1
→ 4 | -15
Cc1cc(SCC(=O)c2ccccc2)nc(SCC(=O)c2ccccc2)n1
→ 26 | -16
O=C(NC1CCCCC1)N1CCN(C2CCCCC2)CC1
→ -2 | 9
C/C(=N/NC(=O)Cc1cccn1C)c1ccccc1
→ 2 | 2
CC1Cc2ccccc2N1C(=O)CN1CCc2ccccc2C1 (stereo not drawn)
→ 2 | 5
CSc1nnc(-c2sc3cc(C(F)(F)F)cnc3c2-c2ccccc2)n1C
→ -1 | 14
O=C(Nc1cccc(F)c1)c1ccccc1
→ -1 | 7
Cc1ccccc1CSCC(=O)c1c(N)n(CC(C)C)c(=O)n(C)c1=O
→ 2 | 4
COc1cccc2c(=O)n(CC(=O)N3CCCCC3)ccc12
→ 2 | 4
CC(C)OC(=O)c1cccc(C(=O)OCc2ccco2)n1
→ -6 | 6
O=S(=O)(c1ccccc1)N(Cc1ccccc1)c1ccccn1
→ -8 | 3
Cn1c(=O)c2c(SCc3ccccn3)nc(CC(C)(C)C)nc2n(C)c1=O
→ 2 | 8
CCS(=O)(=O)C(=C1Nc2ccccc2N1)S(=O)(=O)CC
→ 5 | 5
Cn1cnnc1SCC(=O)N1N=C2/C(=C/c3ccco3)CCCC2C1c1ccco1 (stereo not drawn)
→ 22 | -13
CCOc1ccc(-c2nn3c(-c4ccc(F)cc4)nnc3s2)cc1
→ 5 | 7
c1coc(-c2nnc3sc(C4CCCCC4)nn23)c1
→ -3 | 4
CC(=O)[C@@]1(O)CC[C@H]2[C@@H]3CCC4=CC(=O)CC[C@]4(C)[C@H]3[C@@H](O)C[C@@]21C
→ 3 | 1
CCCCn1c2c(c(=N)c3c1CCC3)CCC2
→ 1 | -11
CN1CCN(CC(=O)NC2CCCCC2)CC1
→ -5 | 8
COc1ccc(C(C)=O)cc1CSc1nnc(C)s1
→ 2 | 4
CCOC(=O)C1CCN(Cc2coc3c(Cl)cc(Cl)cc3c2=O)CC1
→ 3 | 6
Cc1cccc(CCNC(=O)C2CCN(S(=O)(=O)c3cccc4nsnc34)CC2)c1
→ 16 | -2
CCN(C1CCCCC1)S(=O)(=O)c1ccc(S(=O)(=O)N(CC(=O)Nc2ccccc2)C2CC2)cc1
→ -3 | 17
COCc1nnc(NS(=O)(=O)c2ccc([N+](=O)[O-])cc2)s1
→ 0 | -2
CC(C)c1cc(Br)ccc1OCCCN1C(=O)NC(C)(C)C1=O
→ -5 | 6
Cc1ccc(Sc2c(C)nn(C(=O)c3cccc(S(=O)(=O)N4CCOCC4)c3)c2C)cc1
→ 11 | 2
CCC(=O)NCCc1nc2ccccc2n1Cc1ccc(C)cc1
→ -3 | 3
Cc1cc(F)c(F)c(C(=O)N2CCOCC2)c1Cl
→ -2 | 6
Cc1ccc2c(c1)c1c(n2CC2COC(C)(C)O2)C(=O)CCC1 (stereo not drawn)
→ 3 | 2
COc1ccc(C(=O)N2CCCCC2)cc1S(=O)(=O)Nc1cccc(C(=O)O)c1
→ 0 | 0
CCCC1CC(CSC(=N)N)OC1=O (stereo not drawn)
→ -9 | 4
Cc1c(N=Cc2ccccn2)c(=O)n(-c2ccccc2)n1C
→ -2 | 15
C=CCCCCCCCCc1nc(=S)[nH][nH]1
→ -6 | -3
Cc1cc(NS(=O)(=O)c2ccc(NC(NC(=O)C(C(F)(F)F)C(F)(F)F)(C(F)(F)F)C(F)(F)F)cc2)no1
→ 4 | 7
O=C(Cn1cnc2ccccc2c1=O)c1ccc2c(c1)OCCO2
→ 4 | 23
COc1ccc(Oc2ncnc3c2ncn3Cc2ccccc2)cc1
→ -1 | 4

Additional compounds
Each structure is followed by: FXIa inh | FXIIa single
Cc1cccc(NC(=O)Nc2ccc(C)c(C)c2)n1
→ 4 | -1
O=C(Nc1ccc2c(c1)nc1n2CCN(Cc2ccccc2)C1)c1cccs1
→ -3 | 2
O=C(Nc1ccccc1)c1ccc(NC2CCCCC2)c(S(=O)(=O)N2CCOCC2)c1
→ 19 | -11
COc1ccc2c(c1)c(=O)oc1cc(OCC(=O)N3CCc4ccccc4C3)ccc12
→ -5 | -1
O=C(CSc1nccn1Cc1ccccc1)NCc1ccccc1
→ 4 | 9
CC(=O)c1ccc(OC(C)C)c(CSc2nc(O)cc(=O)[nH]2)c1
→ -2 | -1
Cc1ccccc1-c1ccc(Nc2ccc(N3CCOCC3)cc2)nn1
→ 4 | 1
O=C(Nc1ccc(C(=O)N2CCCCC2)cc1)C1CCCCC1
→ 4 | 5
O=C(COC(=O)C12CC3CC(CC(C3)C1)C2)NC12CC3CC(CC(C3)C1)C2
→ 4 | 5
O=C(c1ccc(F)cc1)C1CCN(C(=O)NC2CCCCC2)CC1
→ 25 | -12
Cn1c(Cc2cccs2)nnc1SC/C=C/c1ccccc1
→ -7 | -4
COc1ccc(C(=O)Nc2ccc(S(=O)(=O)N3CCCCC3)cc2)cc1
→ 6 | 6
CC1CCN(S(=O)(=O)c2cccc(-c3cn4cc(Cl)ccc4n3)c2)CC1
→ -10 | 14
COC(=O)COc1ccc(S(=O)(=O)NCCC2=CCCCC2)cc1Cl
→ 14 | -11
COc1ccccc1NC(=O)N1CCCC1C(=O)NCc1ccc2c(c1)OCO2 (stereo not drawn)
→ -7 | 3

Given bar-delimited: entries from further up.
smiles | FXIa inh | FXIIa single
COc1ccc(C(=O)N2CCCCC2)cc1S(=O)(=O)Nc1cccc(C(=O)O)c1 | 0 | 0
CCCC1CC(CSC(=N)N)OC1=O (stereo not drawn) | -9 | 4
Cc1c(N=Cc2ccccn2)c(=O)n(-c2ccccc2)n1C | -2 | 15
C=CCCCCCCCCc1nc(=S)[nH][nH]1 | -6 | -3
Cc1cc(NS(=O)(=O)c2ccc(NC(NC(=O)C(C(F)(F)F)C(F)(F)F)(C(F)(F)F)C(F)(F)F)cc2)no1 | 4 | 7
O=C(Cn1cnc2ccccc2c1=O)c1ccc2c(c1)OCCO2 | 4 | 23
COc1ccc(Oc2ncnc3c2ncn3Cc2ccccc2)cc1 | -1 | 4
Cc1cccc(NC(=O)Nc2ccc(C)c(C)c2)n1 | 4 | -1
O=C(Nc1ccc2c(c1)nc1n2CCN(Cc2ccccc2)C1)c1cccs1 | -3 | 2
O=C(Nc1ccccc1)c1ccc(NC2CCCCC2)c(S(=O)(=O)N2CCOCC2)c1 | 19 | -11
COc1ccc2c(c1)c(=O)oc1cc(OCC(=O)N3CCc4ccccc4C3)ccc12 | -5 | -1
O=C(CSc1nccn1Cc1ccccc1)NCc1ccccc1 | 4 | 9
CC(=O)c1ccc(OC(C)C)c(CSc2nc(O)cc(=O)[nH]2)c1 | -2 | -1
Cc1ccccc1-c1ccc(Nc2ccc(N3CCOCC3)cc2)nn1 | 4 | 1
O=C(Nc1ccc(C(=O)N2CCCCC2)cc1)C1CCCCC1 | 4 | 5
O=C(COC(=O)C12CC3CC(CC(C3)C1)C2)NC12CC3CC(CC(C3)C1)C2 | 4 | 5
O=C(c1ccc(F)cc1)C1CCN(C(=O)NC2CCCCC2)CC1 | 25 | -12
Cn1c(Cc2cccs2)nnc1SC/C=C/c1ccccc1 | -7 | -4
COc1ccc(C(=O)Nc2ccc(S(=O)(=O)N3CCCCC3)cc2)cc1 | 6 | 6
CC1CCN(S(=O)(=O)c2cccc(-c3cn4cc(Cl)ccc4n3)c2)CC1 | -10 | 14
COC(=O)COc1ccc(S(=O)(=O)NCCC2=CCCCC2)cc1Cl | 14 | -11
COc1ccccc1NC(=O)N1CCCC1C(=O)NCc1ccc2c(c1)OCO2 (stereo not drawn) | -7 | 3

Carrying on:
Each structure is followed by: FXIa inh | FXIIa single
COc1ccccc1NC(=O)c1ccc(N)cc1
→ -1 | 4
Cn1c(=O)c2c(nc(CN3CCN(C(c4ccccc4)c4ccccc4)CC3)n2CC(N)=O)n(C)c1=O
→ 0 | 1
Cc1cccc(NC(=O)Cn2c(C)c(C#N)c3ccccc32)c1C
→ 0 | 0
NS(=O)(=O)c1ccc(C(=O)O)cc1
→ 4 | 1
Cc1ccc(-c2c3c(=O)n(C)c(=O)n(C)c3cn2Cc2ccccc2)cc1
→ 3 | 6
c1ccc(-c2nc(N3CCNCC3)nc3ccccc23)cc1
→ -4 | -2
COc1cc(SC)ccc1C(=O)OC1CCOC1=O (stereo not drawn)
→ 5 | 6
Cc1ccc(Cn2nnc3c(=O)n(CC(=O)OCc4ccccc4)cnc32)cc1
→ -1 | 2
COCc1cc(=O)[nH]c(/N=C(\N)Nc2ccccc2C)n1
→ -3 | 3
CC(C)N(Cc1nc(-c2ccccc2)no1)C(=O)CN1C(=O)c2ccccc2C1=O
→ -7 | 0
Cc1ccc2nc(NC(=O)COC(=O)c3ccc(Br)o3)sc2c1
→ -11 | 3
O=C(NCCO)c1ccc2nc(-c3ccco3)c(-c3ccco3)nc2c1
→ -9 | 0
CCOc1ccc(OCc2ccc(C(=O)N3CCCC3)o2)cc1
→ 4 | 6
COc1cc(C(=O)Oc2cccc(C)c2)cc(OC)c1OC
→ 11 | 7
CCNc1nc(NC(C)C)nc(OCCOC(=O)Nc2ccccc2)n1
→ -5 | -1

Entries of single compounds as entered above:
Record of COc1ccccc1NC(=O)c1ccc(N)cc1 = FXIa inh = -1; FXIIa single = 4
Record of Cn1c(=O)c2c(nc(CN3CCN(C(c4ccccc4)c4ccccc4)CC3)n2CC(N)=O)n(C)c1=O = FXIa inh = 0; FXIIa single = 1

(further entries)
Each structure is followed by: FXIa inh | FXIIa single
COc1ccc(S(=O)(=O)Nc2ccc3c(c2)OCO3)cc1C
→ 16 | -14
Cc1ccc(CNC(=O)C2C3C=CC4(CN(Cc5cccnc5)C(=O)C24)O3)cc1 (stereo not drawn)
→ 5 | 1
CCCCOC(=O)Nc1ccc(C)c(Cl)c1
→ 3 | 7
CCC(CC)C(=O)Nc1c(C)n(C)n(-c2ccccc2)c1=O
→ 6 | 4
CCc1nc(SCC(=O)Nc2c(C)nn(C)c2C)c2cnn(-c3ccccc3)c2n1
→ -12 | 5
CC(C)Oc1ccc(C(=O)Nc2cc(=O)n(C)c(=O)n2C)cc1
→ 13 | 7
CCC(C(=O)O/N=C(\N)c1ccc(Cl)cc1)c1ccccc1 (stereo not drawn)
→ -4 | 8
CCC1CCCCN1C(=O)CSc1nnc(CNC(=O)COc2ccc(Cl)cc2)o1 (stereo not drawn)
→ -3 | 1
CC1=C(C)/C(=N/OC(=O)c2cccc([N+](=O)[O-])c2)C=CC1=O
→ 8 | 20
O=C1CC(c2cccs2)CC(O)=C1C=NCCN1CCNCC1 (stereo not drawn)
→ 1 | -18
C[C@]12C=CC(=O)C=C1CC[C@@H]1[C@@H]2[C@@H](O)C[C@@]2(C)[C@H]1CC[C@]2(O)C(=O)COC(=O)CCC(=O)O
→ 11 | 6
CC(=O)N1CCC2(CC1)C(C#N)=C(N)OC1=C2C(=O)CC(C)(C)C1
→ -9 | 6
O=C(NCCOC(=O)c1ccc(Cl)cc1)c1cccnc1
→ 0 | -2
CS(=O)(=O)N(CC(=O)NCCSC1CCCCC1)c1ccc2c(c1)OCO2
→ 2 | 4

Compound activity deposited in PubChem by PCMD.
